Coupling enz = inhibits coupling enzyme system, counter-screen for aldolase hits; 290,000 tested, 0.67% active; AID 2472; activity change, negative = inhibition, % at 58.2 µM, hits read low; coupling enzyme system counterscreen, AmpLite Red fluorescence; in the data active = activity change below about -30%; also: % is scaled to controls: 0 for no effect and ±100 for the full control effect
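Activity here indicates interference with the coupling reaction, not aldolase inhibition. Compounds at 57.5 uM final met coupling enzymes for 10 min at RT; substrate and AmpLite Red detection followed, with a 525/598 nm fluorescence read after 20 min.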
Menin-MLL TR inh = displaces Texas Red mutant MLL peptide from human menin. O00255. Menin + Texas Red MLL mutant peptide, fluorescence polarization. Potency, µM (series often up to 61.6 µM), without a hit: at the top dose FP activity change, negative = inhibition, usual class: inhibitors. 270,000 tested, 0.23% active. AID 1768; active = well fitted inhibition curve with a large enough effect in the polarisation, with a control signal flat, not every such curve was filed as active; inconclusive = small, poorly fitted or top-dose-only effect, or effect the other way, or a change in a side signal; inactive = no such curve, though single readings can be large or run the other way; the % refers to the polarisation; also: potency is read from the fitted curve at half-maximal effect; % of control where 0% means no effect; many of its hits are not listed in these tables
GALK inhibitor = inhibitors of human galactokinase. P51570. Purified GALK, Kinase-Glo residual ATP luminescence. Potency, µM (titrated, usually from 57.5 µM), for inactives: top-dose activity change, negative = inhibition, usual class: inhibitors. 270,000 tested, 0.007% active. AID 1868; also: potency is read from the fitted curve at half-maximal effect; % is scaled to controls: 0 for no effect and ±100 for the full control effect
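Luminescence from leftover ATP (Ultra-Glo luciferase/luciferin) served as read-out after a 1 h room-temperature reaction of 5 nM GALK with 35 uM ATP and 100 uM galactose.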
Giardia killer = Giardia lamblia killing; 340,000 tested, 0.15% active; activity change, % at 7.66 µM, hits read low; Giardia lamblia trophozoite viability; AID 540267; in the data active = activity change below about -80%; inconclusive = between about -30% and that limit;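 also: parasites exposed to compound for two days anaerobically before the ATP read; % is scaled to controls: 0 for no effect and ±100 for the full control effect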
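Media and compound were dispensed first, then trophozoites at 100 cells/well; plates sat 48 hrs at 37 deg C without oxygen before ATP luminescence reagent was added and read after 15-30 min at room temperature.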
KCNH2 3.1 inh = blocks the human KCNH2 3.1 channel isoform; U2OS KCNH2 3.1, thallium flux FluxOr; stronger effect = lower value; activity change, % (tested at about 1.8 µM); 340,000 tested, 0.95% active; AID 720553;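 active = maximum activity change below -70%; inconclusive = maximum activity change from -70% to -50%; inactive = maximum activity change above -50%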;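 also: thallium influx rate constant from kinetic fluorescence after stimulation buffer; % is scaled to controls: 0 for no effect and ±100 for the full control effect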
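FluxOr-based Tl+ influx in U2OS cells transduced with KCNH2 3.1 virus; rate constants normalized to DMSO controls.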
USP2a inh = inhibitors of human ubiquitin-specific protease USP2a; Potency, µM (highest dose often 38.3 µM), inactives show top-dose activity change, negative = inhibition, actives largely listed as inhibitors; USP2 core, Ub-CHOP2 coupled fluorogenic reporter, 485/531; O75604; 330,000 tested, 0.01% active;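 also: potency is read from the fitted curve at half-maximal effect; plate controls were DMSO wells for no effect and full inhibition by NEM control for full effect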
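Deubiquitinase activity read as fluorescence (485/531 nm) after Ub-CHOP2 cleavage activates the enterokinase reporter on its substrate; USP2 core 10nM, Ub-CHOP2 and substrate 25nM each, 30min compound preincubation then 60min RT; data normalized to NEM, curves fitted.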
B2AR arrestin = beta2AR (human) beta-arrestin recruitment activity. P07550. beta-arrestin recruitment to beta2AR, cell-based reporter. Potency, µM (highest dose often 46.1 µM), inactives show top-dose activation, hits mostly activators. 330,000 tested, 0.02% active. AID 492947;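 also: potency is read from the fitted curve at half-maximal effect; 0% = DMSO controls and full agonism = EC100 isoproterenol or metaproterenol; nearly all actives have a fitted effect of over 65% in size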
Target sequence (P07550 whole entry, looked up): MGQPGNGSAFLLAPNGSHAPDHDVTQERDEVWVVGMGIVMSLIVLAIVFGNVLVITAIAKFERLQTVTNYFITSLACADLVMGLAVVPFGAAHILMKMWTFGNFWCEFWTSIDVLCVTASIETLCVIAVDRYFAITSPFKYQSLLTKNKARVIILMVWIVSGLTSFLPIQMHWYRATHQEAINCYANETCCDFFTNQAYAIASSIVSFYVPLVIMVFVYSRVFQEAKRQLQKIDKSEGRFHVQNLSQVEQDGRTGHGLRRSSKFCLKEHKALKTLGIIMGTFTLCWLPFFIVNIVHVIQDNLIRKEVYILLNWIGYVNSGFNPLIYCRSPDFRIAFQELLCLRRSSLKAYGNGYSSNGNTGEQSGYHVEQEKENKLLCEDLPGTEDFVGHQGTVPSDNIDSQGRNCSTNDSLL
PKM2 act = PKM2 (human) enzyme activation | P14618 | purified PKM2, Kinase-Glo ATP luminescence, activation; response scale: 0% is enzyme alone, no compound | Potency, µM (series often up to 57.5 µM), without a hit: at the highest dose activation, usual class: activators | 260,000 tested, 0.34% active | AID 1631; also: potency is read from the fitted curve at half-maximal effect; % is scaled to controls: 0 for no effect and ±100 for the full control effect; nearly all actives have a fitted effect of over 55% in size
Target sequence (P14618 whole entry, looked up): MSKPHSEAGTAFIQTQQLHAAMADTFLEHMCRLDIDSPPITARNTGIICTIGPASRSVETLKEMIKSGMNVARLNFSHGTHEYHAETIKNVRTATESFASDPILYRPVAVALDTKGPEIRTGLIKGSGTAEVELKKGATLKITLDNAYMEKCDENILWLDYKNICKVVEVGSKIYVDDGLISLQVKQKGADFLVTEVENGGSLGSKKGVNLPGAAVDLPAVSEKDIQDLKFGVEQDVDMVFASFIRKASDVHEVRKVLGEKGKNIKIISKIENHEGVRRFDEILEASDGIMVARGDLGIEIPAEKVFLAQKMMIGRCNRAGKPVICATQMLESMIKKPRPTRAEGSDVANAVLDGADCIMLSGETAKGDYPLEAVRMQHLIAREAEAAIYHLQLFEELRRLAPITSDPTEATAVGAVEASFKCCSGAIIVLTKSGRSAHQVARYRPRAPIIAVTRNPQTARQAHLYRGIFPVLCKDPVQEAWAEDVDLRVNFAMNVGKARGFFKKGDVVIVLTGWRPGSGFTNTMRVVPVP
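Purified hPK-M2 (>95%) run at intermediate activity with 0.1 mM ADP and 0.5 mM PEP in 50 mM imidazole pH 7.2, KCl, MgCl2; 1 h room temperature. ATP formed read by Kinase-Glo luminescence; normalized to uninhibited and no-enzyme controls.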
CXXC DNA block = inhibitors of human MLL CXXC domain-DNA interaction. MLL-CXXC / FITC-HOXA9 DNA fluorescence polarization. Potency, µM (titrated, usually from 115 µM), without a hit: top-dose activity change, negative = inhibition, actives largely listed as inhibitors. 290,000 tested, 0.037% active. AID 2662; active = well fitted inhibition curve with a large enough effect in the polarisation, with a control signal flat, not every such curve was filed as active; inconclusive = small, poorly fitted or top-dose-only effect, or effect the other way, or a change in a side signal; inactive = no such curve, though single readings can be large or run the other way; the % refers to the polarisation; also: potency is read from the fitted curve at half-maximal effect
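Purified MLL-CXXC (added from a 7 uM solution) was preincubated 5 min at ambient with pinned compounds in 50 mM Tris-HCl pH 7.5, 50 mM NaCl, 1 mM DTT, 0.05% BSA. Fluorescein-labeled HOX-A9 DNA (50 nM solution) followed, 30 min, then polarization read.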
hERG WT inh = KCNH2 (human, wildtype) channel inhibition; Q12809; U2OS, BacMam KCNH2, thallium flux FluxOr; stronger effect = lower value; activity change, % at 1.84 µM; 340,000 tested, 0.37% active; AID 720551;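 active = maximum activity change below -70%; inconclusive = maximum activity change between -70% and -50%; inactive = maximum activity change above -50%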; also: % is scaled to controls: 0 for no effect and ±100 for the full control effect
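U2OS cells were transduced with wild-type KCNH2 virus (2.03 x 10^8 / mL) for 4 h at room temperature, then cultured overnight at 37 C. Thallium flux was read with FluxOr dye. Rate constants were normalized to DMSO controls.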
TRPV1 agonist = activates the human vanilloid receptor TRPV1 | TRPV1-expressing cells, Fluo-8 calcium influx, agonist mode | activation, % at 8.33 µM | 320,000 tested, 0.19% active | AID 540275; in the data active = activation above about 80%; inconclusive = between about 30% and that limit; also: 0% is about no effect
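Fluo-8 calcium influx in TRPV1-expressing cells, kinetic read (ex 480/em 520 nm). Compound added and read 3 min for agonist activity, followed by capsaicin at EC20 final and 2 min further read for enhancement.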
Starred values were filed as active, the others as inactive; ? = inconclusive; . = not tested or not shown; [ ] = another dose, or the depositor's remark. Unless noted, calls follow the shape of the dose curve; as a rule, active = well fitted curve in the direction sought with a large enough effect; inconclusive = small, poorly fitted or top-dose-only effect, or another doubt; inactive = no such curve, though single readings can be large; an effect the other way counts as inactive or inconclusive. An excerpt. The share of hits here may be higher or lower than overall.

SMILES	Coupling enz	Menin-MLL TR inh	GALK inhibitor	Giardia killer	KCNH2 3.1 inh	USP2a inh	B2AR arrestin	PKM2 act	CXXC DNA block	hERG WT inh	TRPV1 agonist
CC(=O)Nc1ccc2c(c1)ncn2-c1ccccc1	-1	.	5%	-9	14	1%	0.1%	-1%	1%	2	3
Cc1ccc(NC(=O)COC(=O)c2cccnc2Cl)cc1S(=O)(=O)N1CCCCC1	-1	-21%	-3%	-4	-5	2%	0.0%	3%	2%	-6	10
COc1ccc(C(=O)C(CCC(CNC(C)(C)C)C(=O)c2ccc(OC)cc2)CNC(C)(C)C)cc1 (stereo not given)	2	-2%	.	14	22	-4%	-2.0%	4%	-1%	-7	0
CCn1c(SCC(=O)NC2CCCCC2)nnc1-c1ccco1	1	-18%	3%	-11	-4	3%	0.0%	.	8%	4	-1
O=[N+]([O-])c1ccc(/C=N/N2CCN(c3ccncc3S(=O)(=O)N3CCCCC3)CC2)cc1	2	5%	3%	-7	?	4%	-0.3%	0%	12%	-31	2
Cc1nc2ccccc2n1/C(=N\S(=O)(=O)c1ccccc1)c1ccccc1	1	25%	1%	-10	-5	6%	-0.5%	4%	2%	0	-4
O=C(C1CCN(S(=O)(=O)c2cccc3cccnc23)CC1)N1CCCC1	6	2%[11.7 µM]	2%	-23	-18	5%	-3.5%	-6%	-3%	-19	.
COc1ccc(C(=O)NCC(c2ccco2)N(C)C)cc1S(=O)(=O)NCc1ccc(Cl)cc1 (stereo not given)	.	.	.	-11	-13	2%	-0.8%	.	.	32	-1
CC(=O)c1ccccc1OCc1ccc(S(=O)(=O)Cc2ccccc2)cc1	2	3%	-1%	-2	-4	1%	-0.9%	0%	4%	-10	20
Cc1cccc(C(=O)N2CCC(n3nnc4cc(F)ccc43)CC2)c1	7	16%	-4%	9	-5	1%	-0.4%	-10%	-1%	0	-4
CC1CC(C)CN(C(=O)COC(=O)CCC(=O)c2cccs2)C1 (stereo not given)	.	.	.	-2	27	1%	-0.5%	.	.	-4	.
Cc1ccc(C(=O)Nn2cnc3ccccc3c2=O)cc1C	1	-1%	1%	31[activator]	19	-1%	0.4%	.	-15%	6	4
O=C(NC(=S)NCC1CCCO1)c1ccc(Cl)cc1 (stereo not given)	1	2%	1%	-5	0	4%	-0.8%	6%	-7%	-8	-1
COc1ccc(N2CC(C(=O)Nc3ccc(S(=O)(=O)N4CCCCC4)cc3)CC2=O)cc1 (stereo not given)	2	25%	3%	0	-6	-2%	-0.3%	1%	4%	-17	0
COc1ccc(NC(=O)C2CC(=O)N(Cc3ccco3)C2)cc1Cl (stereo not given)	.	.	.	-17	-16	-4%	-0.2%	.	.	-3	0

Five entries out of the list above, ordered by the number in TRPV1 agonist, highest first.
Compound	Menin-MLL TR inh	GALK inhibitor	B2AR arrestin	CXXC DNA block	TRPV1 agonist
Cc1ccc(NC(=O)COC(=O)c2cccnc2Cl)cc1S(=O)(=O)N1CCCCC1	-21%	-3%	0.0%	2%	10
CC(=O)Nc1ccc2c(c1)ncn2-c1ccccc1	.	5%	0.1%	1%	3
COc1ccc(N2CC(C(=O)Nc3ccc(S(=O)(=O)N4CCCCC4)cc3)CC2=O)cc1 (stereo not given)	25%	3%	-0.3%	4%	0
COc1ccc(C(=O)NCC(c2ccco2)N(C)C)cc1S(=O)(=O)NCc1ccc(Cl)cc1 (stereo not given)	.	.	-0.8%	.	-1
Cc1nc2ccccc2n1/C(=N\S(=O)(=O)c1ccccc1)c1ccccc1	25%	1%	-0.5%	2%	-4

Next compounds.
SMILES	Coupling enz	Menin-MLL TR inh	GALK inhibitor	Giardia killer	KCNH2 3.1 inh	USP2a inh	B2AR arrestin	PKM2 act	CXXC DNA block	hERG WT inh	TRPV1 agonist
CN(C)S(=O)(=O)Oc1cccc(C(=O)Nc2ccc([N+](=O)[O-])cc2)c1	2	?	5%	-15	-5	2%	0.4%	1%	-4%	2	-2
Cc1ccc(C)c(-n2nnnc2SCC(=O)NCC2CCCO2)c1 (stereo not given)	.	.	.	5	-2	0%	-0.1%	.	.	3	0
Cc1cc(C)c2nncn2n1	2	.	3%	-10	4	1%	-0.3%	-9%	-6%	0	-1
CC1CCCCN1CCCn1c(=S)[nH]c2ccccc2c1=O (stereo not given)	0	2%	0%	3	-3	0%	-0.9%	-2%	11%	17	1
O=C(CCc1nnc(-c2ccc3c(c2)OCO3)o1)N1CCC(c2ccc(F)cc2)C1 (stereo not given)	-1	-16%	0%	-9	1	1%	-0.9%	0%	-6%	6	3
COc1ccc(-n2c(=O)c3c4c(sc3n3c(=S)[nH]nc23)COC(C(C)C)C4)cc1 (stereo not given)	1	.	-3%	-1	-3	-1%	0.5%	-3%	0%	3	-2
O=C1CCc2cc(NS(=O)(=O)c3ccccc3)cc3c2N1CCC3	.	.	.	19	-5	1%	0.3%	.	.	0	-1
COc1nn(-c2ccccc2)c(=O)c(Cl)c1Cl	0	-17%	-2%	1	-9	3%	-0.4%	-14%	2%	8	-4
COC(=O)CN(c1cccc(OC)c1)S(C)(=O)=O	1	1%	2%	-4	-5	2%	0.2%	1%	0%	-1	-2
O=C(c1ccccc1)c1ccccn1	0	1%	3%	20	.	-3%	-0.5%	-9%	?	-7	1
Cc1noc(NS(=O)(=O)c2ccc(NC(=O)c3ccc(OC(C)C)cc3)cc2)c1C	9	?	0%	18	-1	0%	0.0%	-5%	22%	3	3
O=C(CCCCCn1c(SCC(=O)c2ccccc2)nc2ccccc2c1=O)NCc1ccco1	1	0%	-1%	11	-18	2%	-1.0%	0%	8%	-6	2
O=C(COC(=O)c1ccccc1NC(=O)c1ccco1)NC1CCS(=O)(=O)C1 (stereo not given)	-1	-4%	0%	-18	3	1%	0.2%	-5%	-2%	-1	-2
COc1ccccc1OCCCCn1c(C(C)O)nc2ccccc21 (stereo not given)	-1	-5%	1%	-1	-5	-5%	0.2%	0%	-6%	-7	13
N#CCCN(C(=O)CSc1ncccn1)c1ccc2c(c1)OCCO2	.	.	.	21	-12	-2%	-0.2%	.	.	6	1
O=C(COC(=O)CNC(=O)c1cccc(OC(F)F)c1)NNC(=O)c1ccccc1	.	.	.	-21	-5	1%	-0.2%	.	.	-2	0
Clc1cc2c(c(CSc3nc4ccccc4n4cccc34)c1)OCOC2	-1	20%	0%	-9	12	-1%	0.2%	?	57%[activator]	1	-2
O=C(NC(=S)Nc1ccccc1N1CCCC1)c1ccco1	-38*	.	5%	-22	-1	-3%	0.0%	3%	?	8	-5
CCOc1ccc(/C=N/NC(=O)c2c(C)n(C)c3ccc(OC)cc23)cc1	1	-7%	0%	4	-10	4%	-1.1%	-4%	8%	-17	2
Cc1cccc(C)c1NC(=O)COC(=O)c1ccc2c(c1)OCO2	-1	-6%	-2%	3	-10	0%	0.1%	4%	6%	.	5
CCOC(=O)c1[nH]cnc1C(=O)Nc1cccc(OC)c1	2	.	-1%	-3	6	3%	-0.7%	-1%	-6%	1	8
N#CCCN(C(=O)COC(=O)c1ccc2c(c1)OCO2)c1ccccc1	.	.	.	0	-5	-1%	-1.0%	.	.	-11	-2
O=C(CCNC(=O)c1ccc([N+](=O)[O-])cc1)Oc1ccc(F)c(F)c1	.	.	.	6	-6	3%	0.1%	.	.	-12	.
NC(=O)c1nc(C2CCCCC2)nc2c1[nH]c(=O)n2-c1ccc(F)cc1	1	-5%[11.7 µM]	1%	3	14	-4%	-0.3%	0%	-5%	21	.
COC(=O)c1cc(NC(=O)Cc2coc3cc(OC)ccc23)cc(C(=O)OC)c1	1	10%	2%	-13	2	-7%	-0.3%	1%	5%	1	11
CCCCc1nnc(NC(=O)C(=O)OCC)s1	2	7%	6%	6	12	-11%	-1.0%	0%	-1%	-32	-3
CCOC(=O)C1=C(N)OC2=C(C(=O)CCC2)C1c1sccc1C (stereo not given)	-8	-1%	0%	7	2	3%	-0.2%	-1%	1%	.	4
Cn1c(=O)c(C(=O)NCC2CCCO2)c(O)c2ccccc21 (stereo not given)	0	-12%	-2%	0	7	7%	3.9%	8%	-1%	-23	2

In the list so far, these contain a thiophene ring, fused or not.
SMILES	Coupling enz	Menin-MLL TR inh	GALK inhibitor	Giardia killer	KCNH2 3.1 inh	USP2a inh	B2AR arrestin	PKM2 act	CXXC DNA block	hERG WT inh	TRPV1 agonist
CC1CC(C)CN(C(=O)COC(=O)CCC(=O)c2cccs2)C1 (stereo not given)	.	.	.	-2	27	1%	-0.5%	.	.	-4	.
COc1ccc(-n2c(=O)c3c4c(sc3n3c(=S)[nH]nc23)COC(C(C)C)C4)cc1 (stereo not given)	1	.	-3%	-1	-3	-1%	0.5%	-3%	0%	3	-2
CCOC(=O)C1=C(N)OC2=C(C(=O)CCC2)C1c1sccc1C (stereo not given)	-8	-1%	0%	7	2	3%	-0.2%	-1%	1%	.	4
